# GIRK2 act = GIRK2 channel activators by thallium flux; 34,000 tested, under 10 active; activation (% efficacy), % for hits at 37.5 µM; P48051; HEK293 GIRK2/NPY4 cells, thallium flux fluorescence; AID 1259324;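 active = primary screen hit, no activity in plain HEK293 cells, and in GIRK2-only cells above 5% efficacy rising with concentration; inactive = the rest, including fluorescent compounds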;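 also: efficacy is normalized control-subtracted fluorescence 15 s after thallium addition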
# Target sequence (P48051 whole entry, looked up): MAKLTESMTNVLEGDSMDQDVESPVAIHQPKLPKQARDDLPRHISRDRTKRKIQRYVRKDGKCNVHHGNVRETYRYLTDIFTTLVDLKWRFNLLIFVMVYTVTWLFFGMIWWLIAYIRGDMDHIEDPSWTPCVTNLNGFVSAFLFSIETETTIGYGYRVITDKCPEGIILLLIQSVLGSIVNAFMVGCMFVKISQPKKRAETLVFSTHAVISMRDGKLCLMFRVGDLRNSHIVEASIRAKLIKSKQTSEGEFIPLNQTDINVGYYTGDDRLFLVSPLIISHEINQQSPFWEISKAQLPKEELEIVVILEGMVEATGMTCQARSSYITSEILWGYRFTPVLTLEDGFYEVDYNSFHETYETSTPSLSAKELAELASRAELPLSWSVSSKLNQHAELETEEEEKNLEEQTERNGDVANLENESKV
# Calls only; i = inactive. Only part of the results is shown (hit frequency here may not be typical).
SMILES,GIRK2 act
Cn1nnc2c(=O)n(CC(=O)Nc3ccc4c(c3)OCCO4)cnc21,i
COc1ccccc1NC(=O)Cn1cc(-c2ccc(C)cc2)c(N2CCOCC2)n1,i
COC(=O)c1sccc1S(=O)(=O)N(CC(=O)Nc1ccc(OC)cc1)c1ccccc1,i
Cn1nnc2c(N3CCN(C(=O)c4ccc(Br)o4)CC3)ncnc21,i
CC(C)CN(C(=O)c1ccc(Br)o1)C1CCS(=O)(=O)C1 (stereo not drawn),i
O=C(NCc1cccnc1)c1ncccn1,i
Cc1cccc(-c2noc(-c3cn(CC(=O)NCc4ccccc4)c4nc(C)ccc4c3=O)n2)c1,i
O=C(NCCCO)C(=O)Nc1c2c(nn1-c1ccccc1)CS(=O)(=O)C2,i
CS(=O)(=O)c1cccc(S(=O)(=O)Nc2cccc([N+](=O)[O-])c2)c1,i
O=C(Nc1ccc(F)c(Cl)c1)c1cc(N2C(=O)CCS2(=O)=O)ccc1Cl,i
O=C(NCC#CCN1CCc2ccccc2C1)c1cc(C2CC2)on1,i
COc1ccc(CCNC(=O)Nc2cc(N3CCCS3(=O)=O)ccc2OC)cc1,i
CCCS(=O)(=O)N1CCN(Cc2nc(C(C)(C)C)cs2)CC1,i
O=C(Nc1ccc2c(c1)N(C(=O)C1CC1)CC2)c1ccc(F)cc1Cl,i
CCN(CC)CCN(C(=O)c1ccnn1C)c1nc2c(F)cc(F)cc2s1,i
COC(=O)c1ccc(NC(=O)C(=O)NCC2(c3cccs3)CCOCC2)cc1,i
Cc1cccc(C)c1NC(=O)Cn1cc(-c2ccc(Cl)cc2)c(N2CCOCC2)n1,i
CCOC(=O)N1CCN=C1SCc1ccc(C(F)(F)F)cc1,i
O=C(NCCc1c[nH]c2ccccc12)c1ccc(Cl)c(N2C(=O)CCS2(=O)=O)c1,i
CCOc1ccc(-n2nnnc2CN2CCN(C(=O)CSc3nnnn3C)CC2)cc1,i

# Part of the list above, as labelled records.
SMILES: Cc1cccc(-c2noc(-c3cn(CC(=O)NCc4ccccc4)c4nc(C)ccc4c3=O)n2)c1
  GIRK2 act: i
SMILES: O=C(NCC#CCN1CCc2ccccc2C1)c1cc(C2CC2)on1
  GIRK2 act: i
SMILES: O=C(Nc1ccc2c(c1)N(C(=O)C1CC1)CC2)c1ccc(F)cc1Cl
  GIRK2 act: i
SMILES: Cc1cccc(C)c1NC(=O)Cn1cc(-c2ccc(Cl)cc2)c(N2CCOCC2)n1
  GIRK2 act: i

# Remaining list, next part.
SMILES,GIRK2 act
COc1cc(S(=O)(=O)N2CCN(CCO)CC2)c(OC)cc1Br,i
CNC(=O)CSc1nc(-c2ccccc2)c(NC(=O)CC(C)(C)C)s1,i
CCOc1ccc(NC(=O)CSc2nc3ccsc3c(=O)n2Cc2ccc3c(c2)OCO3)cc1,i
CNC(=O)c1cn(-c2ccc(SCC(=O)N3CCN(c4ccccc4)CC3)nn2)cn1,i
Cc1cc(C)cc(NC(=O)Cn2nc3c(N4CCCC4)nccn3c2=O)c1,i
CCCCN(CCCC)S(=O)(=O)CCNC(=O)c1ccc(OC)cc1,i
Cc1ccc(NC(=O)CSc2nnc(CCn3ccc(=O)[nH]c3=O)o2)cc1F,i
O=C(NCC(c1cccs1)N1CCOCC1)Nc1ccc(Cl)cc1 (stereo not drawn),i
CC(C)C(=O)N1CCCc2ccc(NC(=O)NC3CCCCC3)cc21,i
COc1cccc(CNC(=O)Cn2cnc(C)cc2=O)c1,i
CC(=O)Nc1ccc(NC(=O)CCc2sc(C)nc2-c2cccs2)cc1,i
COC(=O)N1CCC(CNC(=O)C(=O)NCc2ccccc2Cl)CC1,i
COc1ccc(NC(=O)c2ccc(=O)n(Cc3ccccc3F)c2)cc1,i
Cc1nc(N(C)CCO)nc(NCc2ccccc2)c1[N+](=O)[O-],i
CN(C)CCN(C(=O)c1ccnn1C)c1nc2c(F)cccc2s1,i
COc1ccccc1OCCCn1c(C(C)NC(=O)c2ccco2)nc2ccccc21 (stereo not drawn),i
O=C(NCc1ccccc1)N1CCCSCC1CN1CCOCC1 (stereo not drawn),i
CN(C)S(=O)(=O)c1ccc2nc(NC(=O)C3CCCCN3S(C)(=O)=O)sc2c1 (stereo not drawn),i
Cc1cccc(-n2ncc3c(=O)[nH]c(-n4nc(C)cc4NC(=O)C4CC4)nc32)c1,i
Cc1ccc(-n2ncc3c(=O)n(NC(=O)COc4ccc5ccccc5c4)cnc32)cc1,i

# Structures shown so far with a halogen, in the order listed:
SMILES,GIRK2 act
Cn1nnc2c(N3CCN(C(=O)c4ccc(Br)o4)CC3)ncnc21,i
CC(C)CN(C(=O)c1ccc(Br)o1)C1CCS(=O)(=O)C1 (stereo not drawn),i
O=C(Nc1ccc(F)c(Cl)c1)c1cc(N2C(=O)CCS2(=O)=O)ccc1Cl,i
O=C(Nc1ccc2c(c1)N(C(=O)C1CC1)CC2)c1ccc(F)cc1Cl,i
CCN(CC)CCN(C(=O)c1ccnn1C)c1nc2c(F)cc(F)cc2s1,i
Cc1cccc(C)c1NC(=O)Cn1cc(-c2ccc(Cl)cc2)c(N2CCOCC2)n1,i
CCOC(=O)N1CCN=C1SCc1ccc(C(F)(F)F)cc1,i
O=C(NCCc1c[nH]c2ccccc12)c1ccc(Cl)c(N2C(=O)CCS2(=O)=O)c1,i
COc1cc(S(=O)(=O)N2CCN(CCO)CC2)c(OC)cc1Br,i
Cc1ccc(NC(=O)CSc2nnc(CCn3ccc(=O)[nH]c3=O)o2)cc1F,i
O=C(NCC(c1cccs1)N1CCOCC1)Nc1ccc(Cl)cc1 (stereo not drawn),i
COC(=O)N1CCC(CNC(=O)C(=O)NCc2ccccc2Cl)CC1,i
COc1ccc(NC(=O)c2ccc(=O)n(Cc3ccccc3F)c2)cc1,i
CN(C)CCN(C(=O)c1ccnn1C)c1nc2c(F)cccc2s1,i

# Further compounds follow.
SMILES,GIRK2 act
CCCCN1C(=O)c2cccc3c(NC(=O)CCCS(=O)(=O)c4ccc(C)cc4)ccc1c23,i
O=C(CSCc1ccccc1)NCC1(c2cccs2)CCOCC1,i
COc1ccc(S(=O)(=O)N2CCC(C(=O)Nc3ccc(F)cc3)CC2)cc1,i
CS(=O)(=O)N1CCCc2ccc(NC(=O)C(=O)NCCCc3ccccc3)cc21,i
CC(=O)c1sc(NC(=O)CCCS(=O)(=O)c2ccccc2)nc1C,i
Cc1nc(N2CCN(C(=O)c3ccccc3Cl)CC2)cc(-n2ccnc2)n1,i
COc1ccc(C(=O)N2CCN(c3cc(-c4ccccc4)[nH]n3)CC2)cc1OC,i
CCNC(=O)C1Cc2ccccc2N1C(=O)/C=C\c1ccc2c(c1)OCO2 (stereo not drawn),i
COC(=O)c1ccc(C(=O)NCC2CCN(C(=O)/C=C/c3ccco3)CC2)cc1,i
CC(C)(C)c1ccc(C(=O)NCC(C)(O)C2CC2)cc1 (stereo not drawn),i
CSc1ccccc1C(=O)N(Cc1ccsc1)Cc1ccccn1,i
Cc1cc(C)cc(NC(=O)C2CCCN(S(C)(=O)=O)C2)c1 (stereo not drawn),i
Cn1nnc2c(N3CCN(C(=O)Nc4ccccc4)CC3)ncnc21,i
O=C(c1ccc(F)cc1Cl)N1CCC2(CC1)NC(=O)N(CCc1ccccc1)C2=O,i
CC(C)COc1ccc(S(=O)(=O)NCC2CCN(Cc3ccco3)CC2)cc1,i
COc1ccccc1N1CCN(C(=O)Cc2csc(Nc3ccccc3)n2)CC1,i
O=C(NCC(c1cccs1)N1CCOCC1)Nc1ccccc1 (stereo not drawn),i
Cc1cc(C)n(CCN2CCCN(S(=O)(=O)Cc3cccc(F)c3)CC2)n1,i
COc1cc(-c2ccc(=O)n(CC(=O)NCc3ccccc3)n2)cc(OC)c1OC,i
O=C(NCCS(=O)(=O)N1CCN(c2ccccn2)CC1)c1cccs1,i
COc1ccc(S(=O)(=O)N2CCC(C(=O)Nc3nc4c(F)cccc4s3)CC2)cc1,i
Cc1cccnc1NC(=O)c1ccc(=O)n(Cc2cccc(F)c2)n1,i
COc1ccc(S(=O)(=O)NCC2CCN(Cc3cccs3)CC2)cc1F,i
COc1ccccc1C1(CNC(=O)c2cnc3ccccc3n2)CCOCC1,i
O=S(=O)(Cc1ccc(F)cc1)N(CCc1ccccc1)Cc1ccccn1,i
O=C(CSc1nnc(-c2ccncc2)o1)N1CCCc2ccccc21,i
O=C(NCCc1ccccc1)Nc1ccccc1NC(=O)c1ccsc1,i
CSc1nnc(CNC(=O)C23CC4CC(CC(C4)C2)C3)n1-c1ccccc1,i
COc1ccccc1CNC(=O)C(=O)Nc1c(C(N)=O)oc2ccccc12,i
CCn1nccc1C(=O)Nc1nc2ccc(SC)cc2s1,i
CCOC(=O)c1cn[nH]c1S(=O)(=O)Nc1ccc(F)cc1,i
COc1ccc(C2(CNC(=O)C(=O)Nc3ccc(OC)cc3OC)CCCC2)cc1,i
O=C(Nc1cc(F)ccc1F)c1ccc(S(=O)(=O)N2CCOCC2)o1,i
CC(C)(C)n1ncc2c(=O)n(NC(=O)Cc3cccs3)cnc21,i
O=C(Nc1ccc2c(c1)CN(C(=O)c1ccco1)CC2)NC1CCCCC1,i
Cc1cc(S(=O)(=O)N2CCN(CCO)CC2)c(C)cc1Cl,i
CN(C)C(=O)N1CCN(S(=O)(=O)c2ccc(F)cc2)CC1,i
Cc1cc(NC(=O)C(=O)NCC(=O)N2CCOC(c3ccccc3)C2)no1 (stereo not drawn),i
O=C(Nc1ccc(SCCN2CCCCC2)nn1)c1ccccc1,i
COc1ccccc1N1CCN(C(=O)c2cc3cccnc3n(C)c2=O)CC1,i
CCOC(=O)NCCc1ccsc1,i
CCc1ccc(S(=O)(=O)NCCOc2ccc3nnc(-c4cccc(F)c4)n3n2)s1,i
O=C(NCc1ccccc1Cl)C(=O)NCC1CCN(Cc2ccco2)CC1,i
